Assay outcomes (PubChem)
Shiga toxin inh = blocks Shiga toxin action in Vero cells; Vero cells, Shiga toxin protein synthesis inhibition reporter; inhibition, % at 38.7 µM; 290,000 compounds, 9.2% hits; AID 2315; in the data active means inhibition mostly above about 28%, no sharp cut-off; inactive means mostly below about 43%; further: 0% is about no effect
TbPYK inhibitor = blocks Trypanosoma brucei pyruvate kinase; Q57TT1; TbPYK enzyme, Kinase-Glo Plus ATP luminescence, 45 min; Potency, µM (doses to about 76.8 µM), without a hit: top-dose activity, negative = inhibition, actives largely listed as inhibitors; 410,000 compounds, 0.12% hits; AID 624173; further: potency means the concentration at half of the fitted maximal effect; on the % scale 0 is the no-effect control and ±100 the full control effect; nearly all actives have a fitted effect of over 50% in size
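Assay buffer: 50 mM TEA pH 7.2, 100 mM KCl, 10 mM MgCl2, 0.05% BSA, 0.01% Tween-20. Pyruvate kinase from T. brucei plus substrate met compound, then ADP (130 uM final). Luminescence was read post 45 min RT.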
LmPK inhibitor = blocks Leishmania mexicana pyruvate kinase activity. Q27686. purified LmPK, Kinase-Glo ATP luminescence, 1 h. Potency, µM (series often up to 57.5 µM), inactives show at the top dose activity change, negative = inhibition, actives largely listed as inhibitors. 290,000 compounds, 0.37% hits; further: potency means the concentration at half of the fitted maximal effect; on the % scale 0 is the no-effect control and ±100 the full control effect
Target sequence (Q27686 whole entry, looked up): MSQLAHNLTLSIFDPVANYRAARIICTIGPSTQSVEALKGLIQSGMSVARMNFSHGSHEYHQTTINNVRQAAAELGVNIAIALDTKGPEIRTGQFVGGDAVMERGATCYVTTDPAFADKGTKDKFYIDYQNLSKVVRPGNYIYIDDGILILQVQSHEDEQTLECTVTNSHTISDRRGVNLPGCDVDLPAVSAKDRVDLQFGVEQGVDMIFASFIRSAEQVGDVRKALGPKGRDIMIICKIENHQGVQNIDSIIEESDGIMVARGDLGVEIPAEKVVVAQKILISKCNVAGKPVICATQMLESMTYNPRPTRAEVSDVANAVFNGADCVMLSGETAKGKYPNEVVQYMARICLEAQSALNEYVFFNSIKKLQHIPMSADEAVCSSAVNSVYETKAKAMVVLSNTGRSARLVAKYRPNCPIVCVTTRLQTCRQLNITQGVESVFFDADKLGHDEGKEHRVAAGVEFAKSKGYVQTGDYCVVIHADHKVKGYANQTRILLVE
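qHTS format; LmPK 0.1 nM; substrates PEP 0.5 mM and ADP 0.1 mM. One-hour room-temperature incubation, then coupled luciferase luminescence; 0.5 nM enzyme wells mark activation.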
Pf growth 48h = inhibits P. falciparum growth in the first generation, 48 h; 310,000 compounds, 5.9% hits; Potency, µM (top dose mostly 28.7 µM), for inactives: at the highest dose activity change, negative = inhibition, usual class: inhibitors; P. falciparum luciferase growth in erythrocytes, 48 h; AID 504832; further: potency means the concentration at half of the fitted maximal effect; on the % scale 0 is the no-effect control and ±100 the full control effect
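In quantitative HTS format, infected erythrocytes bearing luciferase-reporter parasites were treated for a single generation at 37 C. Luminescence after adding detection reagent served as the growth measure.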
Pf growth 96h = P. falciparum growth inhibition at 96 hours; P. falciparum luciferase reporter growth, 96 h; Potency, µM (titrated, usually from 28.7 µM), for the others: at the top dose activity change, negative = inhibition, usual class: inhibitors; 320,000 compounds, 6.9% hits; AID 504834; further: potency means the concentration at half of the fitted maximal effect; on the % scale 0 is the no-effect control and ±100 the full control effect
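Plates of compound plus infected erythrocytes (2% hematocrit, 0.05% parasitemia final) incubate 96 hours, 37 C, 5% CO2. Detection reagent added; reduced luminescence from the parasites' luciferase reporter flags inhibition.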
Cycloheximide cs = affects cycloheximide protein synthesis inhibition readout, counter-screen; cell reporter, cycloheximide protein synthesis inhibition counterscreen; max response, %; 300,000 compounds, 12% hits; AID 2314; in the data active means max response mostly above about 13%, no sharp cut-off; inactive means mostly below about 14%; further: read at 38.3 µM for the half of the compounds with a filed dose; 0% is about no effect
AmpC inh no detg = inhibitors of E. coli AmpC beta-lactamase without detergent | P00811 | AmpC nitrocefin hydrolysis, absorbance 480 nm, 0.0001% Triton | Potency, µM (highest dose often 57.1 µM), for the others: top-dose activity change, negative = inhibition, most hits filed as inhibitors | 330,000 compounds, 0.52% hits | AID 485341;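 further: potency means the concentration at half of the fitted maximal effect; plate controls were no compound for no effect and no enzyme for full effect; nearly all actives have a fitted effect of over 20% in size; some results filed as inactive show a strong effect at the top dose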
Target sequence (P00811 whole entry, looked up): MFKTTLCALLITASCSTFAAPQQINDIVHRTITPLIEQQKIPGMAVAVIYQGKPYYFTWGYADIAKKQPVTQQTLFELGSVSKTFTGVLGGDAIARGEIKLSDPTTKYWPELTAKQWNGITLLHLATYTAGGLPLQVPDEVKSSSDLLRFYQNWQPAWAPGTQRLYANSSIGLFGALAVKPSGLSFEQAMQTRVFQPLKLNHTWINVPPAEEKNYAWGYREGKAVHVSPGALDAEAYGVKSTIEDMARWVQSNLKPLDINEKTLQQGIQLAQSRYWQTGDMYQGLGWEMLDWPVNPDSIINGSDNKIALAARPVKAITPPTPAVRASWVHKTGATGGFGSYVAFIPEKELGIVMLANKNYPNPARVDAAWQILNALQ
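20 mM phosphate pH 7.0 + 0.01% (detergent screen) or 0.0001% Triton X-100; 5.3 nM AmpC reagent; cpd preinc 15 min RT; nitrocefin (800 uM stock) to start; A480 q20 s × 4 min; Activity was normalised to no-enzyme and no-compound control wells.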
The depositor's hits bear a star; ? = inconclusive; / = no result given; [ ] = dose if it differs, or a comment. Unless noted, the call rests on the fitted dose curve; in most records, active means well fitted curve in the direction sought with a large enough effect; inconclusive means small, poorly fitted or top-dose-only effect, or another doubt; inactive means no such curve, though single readings can be large; an effect the other way counts as inactive or inconclusive.

SMILES	Shiga toxin inh	TbPYK inhibitor	LmPK inhibitor	Pf growth 48h	Pf growth 96h	Cycloheximide cs	AmpC inh no detg
Cc1cccc2sc(N(CCN(C)C)C(=O)C3CCN(S(=O)(=O)c4cccs4)CC3)nc12	/	0.3%	/	11.7µM*	?	/	-7.5%
CC1(C)Cc2c(cnn2-c2ccc(F)cc2)C(NC(=O)CCN2CCCC2=O)C1 (stereo not drawn)	46.8*	?	-4.0%	2.1%	?	30.1*	16.8%
CCOc1ccc(C2N(c3cc(C)on3)C(=O)C3CCCN32)cc1OC (stereo not drawn)	-1.5	-1.0%	-3.1%	?	23.4%	-2.6	-3.5%
C=CC[n+]1c(-c2ccccc2)csc1NC(C)(C)C	-6.1	-3.8%	-5.7%	10.4µM*	14.7µM*	-1.8	-21.7%
Cn1c(O)c(C=Nc2ccc3c(c2)CCC3)c(=O)n(C)c1=O	59.8	1.4%	-22.9%	16.4%	-0.8%	2.4	-16.7%
Cc1cc(Cl)cc(Cl)c1OCCN1CCCC1	-10.7	3.5%	-1.5%	15.6%	7.0%	-2.3	58.7%
CCNC(=O)N1C(=O)C2(OCCO2)c2ccccc21	2.2	-0.5%	4.1%	27.6%	/	1.1	22.8%
CS(=O)(=O)Nc1cccc(C2=NN(C(=O)c3ccccc3)C(c3cccs3)C2)c1 (stereo not drawn)	-5.4	11.7%	0.0%	13.1µM*	26.2%	0.6	-13.9%
CC(=O)c1ccccc1OC(=O)CCN1C(=O)C2C3C=CC(C4CC34)C2C1=O (stereo not drawn)	-29.9	1.3%	-1.7%	-1.2%	-26.2%[5.75 µM]	0.6	25.3%
O=C(CSc1nc(=O)n2ccccc2n1)N1N=C(c2cccs2)CC1c1ccc(F)cc1 (stereo not drawn)	/	-13.9%	/	?	?	/	59.4%
NC(=O)c1ccsc1NC(=O)COC(=O)/C=C/c1ccc([N+](=O)[O-])cc1	-2.6	2.8%	-2.8%	38.5%[activator]	40.3%[activator]	2.0	-25.9%
N=c1c2c3c(sc2ncn1N)CCCCC3	-0.1	/	3.6%	0.7%	3.7µM*	-4.6	-20.2%
COc1ccccc1CNCc1cc(OC)c(OC)cc1OC	-4.1	-9.9%	-0.1%	-4.5%	/	-2.7	-1.5%
CC(=O)Nc1nc(C)c(Oc2cccc(C(F)(F)F)c2)c(=O)[nH]1	9.7	1.7%	0.4%	?	?	-0.7	-5.6%
N#C/C(=C/c1ccc(O)c(O)c1)C(=O)NCc1ccc(Cl)cc1	-8.3	1.3%	0.4%	-29.2%	-4.4%	5.3	-38.1%
COc1ccccc1CN1CCCCCC1	-0.3	-18.7%	-2.3%	9.1%	67.2%[activator]	1.7	-12.3%
O=C(Nc1ccc(Oc2ccc(Br)cc2)cc1)C1=CC=CN2CCS(=O)(=O)N=C12	/	1.7%	/	-5.1%	?	/	-7.3%
COc1ccc2c(c1)CC/C(=C/c1cc(OC)c(OC)c(OC)c1)C2=O	30.2	6.7%	-4.6%	?	14.7µM*	5.9	81.9%[activator]
CSCC[C@H](N)C(=O)NC[C@H]1CC[C@H](C(=O)N[C@@H](Cc2ccccc2)C(=O)O)CC1	-8.7	3.1%	-7.3%	/	16.8%	-2.4	-21.1%
Cc1cc(C)nc(Nc2ccc(Cl)cc2C)n1	5.4	4.6%	-0.4%	-0.1%	?	6.1	-2.7%
COC1CCCN(Cc2cn(C)nc2-c2ccc(Oc3ccccc3)cc2)C1 (stereo not drawn)	-11.2	7.3%	0.6%	2.1%	?	2.3	104.4%[activator]
COc1ccc2cc(C(=O)N3CCCC(Nc4ccc(F)cc4)C3)n(C)c2c1 (stereo not drawn)	-18.4	-11.4%	-9.0%	-4.1%	5.86µM*	-3.6	112.1%[activator]
COc1ccccc1C1NC(=O)NC(C)=C1C(=O)OCc1ccccc1 (stereo not drawn)	/	1.2%	4.8%	32.2%[activator]	2.6%	-4.8	-4.0%
CCN(CC)c1ccc(NC(=O)CCS(=O)(=O)c2ccc(Br)cc2)c(C)c1	-5.0	-7.3%	-12.2%	11.2%	30.2%[activator]	-1.7	-9.0%
C=CCn1c2ccccc2c2nnc(SCC(=O)NC(C(=O)OC)C(C)C)nc21 (stereo not drawn)	-19.4	-10.2%	6.8%	-9.1%	111.1%[activator]	3.4	38.8%
Cc1ccc(S(=O)(=O)NCCN2CCN(S(=O)(=O)c3ccccc3Cl)CC2)cc1	/	0.0%	/	?	?	/	-0.2%
O=C1NC(Nc2nc3ccccc3s2)(C(F)(F)F)C(=O)N1C1CCCCC1 (stereo not drawn)	-4.1	3.8%	0.9%	/	/	0.9	-38.2%
Cc1ccc(CNC(=O)c2ccc(Cn3nc(C)c(Cl)c3C)o2)cc1	-6.2	4.4%	1.6%	9.6%	-5.8%	-0.4	59.4%
Cc1cc(=O)oc2cc(OCC(=O)N3C[C@H]4C[C@@H](C3)c3cccc(=O)n3C4)ccc12	-4.8	2.3%	-19.1%	27.2%	91.0%[activator]	-0.9	-15.1%
O=C(COc1ccccc1)N=C1SC2CS(=O)(=O)CC2N1c1ccccc1F (stereo not drawn)	-5.5	-1.6%	3.4%	28.8%	35.9%[activator]	-1.8	-1.4%
C[C@H]1C=C(C(=O)N2CCN(Cc3ccc4c(c3)OCO4)CC2)O[C@@H](OCc2ccc(CO)cc2)C1	-9.0	1.9%	6.7%	?	?	1.8	110.5%[activator]
Cc1cc(-c2ccccc2)nc(N/N=C/c2ccccc2)n1	55.1*	-13.0%	1.2%	84.4%[activator]	77.0%[activator]	32.3*	-20.2%
COc1ccccc1N1CCN(C(=O)CCC(=O)Nc2nnc(C(C)C)s2)CC1	-7.5	4.0%	-11.8%	-5.2%	11.7µM*	-1.7	90.5%[activator]
CC1CCc2c(sc3ncnc(SCC(=O)Nc4ccc(C(=O)O)cc4)c23)C1 (stereo not drawn)	4.2	0.9%	-4.4%	25.6%	16.1%	-12.9	-30.0%
N#Cc1cccc(CN2CCC(=O)N([C@H](CO)Cc3ccccc3)CC2)c1	0.3	-7.3%	-6.2%	-1.1%	32.2%[activator]	-1.4	16.0%
C[C@H]1CN=C(N(C)C)N1CCC1CCCCC1	/	-2.9%	/	?	52.1%[activator]	/	-1.1%
O=c1[nH][nH]c(C(F)(F)F)c1C=Nc1ccc(Cl)cc1	-4.0	-7.3%	-2.8%	5.7%	12.3%	-0.9	-17.6%
CN(C)/C=C1\N=C(c2ccc3c(c2)OCO3)OC1=O	63.9*	1.8%	-5.0%	117.1%[activator]	?	27.5*	-20.7%
Cc1ccc(NC(=O)CC2SC(=NC3CCCCC3)NC2=O)cc1 (stereo not drawn)	0.8	0.5%	-5.5%	?	-100.8%	0.6	-2.0%
O=C1c2ccccc2C(=O)N1CCc1nc(-c2ccccn2)no1	57.8*	10.2%	-3.3%	98.5%[activator]	/	28.1*	2.3%
O=C(O)CCCCCN=C1CCc2ccccc2N1	-3.3	-1.8%	-1.5%	13.5%	-12.2%	-2.2	-19.7%
Cc1ccc(C2/C(=C(\O)c3ccc4c(c3)OCCO4)C(=O)C(=O)N2CCCN(C)C)o1 (stereo not drawn)	27.7	/	4.6%	31.1%[activator]	135.7%[activator]	18.8*	-2.4%
COc1ccc(C(=O)C2CCCN(C(=O)c3ccnn3C)C2)c(C)c1 (stereo not drawn)	-6.1	2.2%	-3.3%	17.8%	-29.8%	1.3	9.3%
O=C(CN1C(=O)CCC1=O)NNc1ccc2ccccc2c1	22.6	0.8%	0.5%	14.1%	-3.0%	14.3	8.4%
CC(C)N1CCC(=NNC(=O)c2ccc(Br)o2)CC1	36.9*	-6.7%	-3.1%	?	0.0%	42.5*	-21.8%
CCCC(=O)Nc1ccc(C(=O)n2ccc(C)n2)cc1	30.8	-2.9%	0.3%	38.7%[activator]	2.3%	11.0*	-9.3%
CC(=O)c1c(N(C)C)ccnc1C(F)(F)F	-2.9	-9.9%	1.2%	22.4%	83.0%[activator]	0.9	2.4%
N#Cc1c(NC(=O)Cn2cnc3ccccc3c2=O)oc(-c2ccccc2)c1-c1ccccc1	12.0	-6.2%	-1.6%	16.4%	/	-4.3	?
CCOc1ccc(/C(O)=C2/C(=O)C(=O)N(CCOCCO)C2c2ccc(F)cc2)cc1 (stereo not drawn)	-2.9	1.7%	-1.5%	24.0%	73.9%[activator]	-3.5	-16.1%
Cc1nn(C(C)(C)C)c(N)c1-c1ccccc1	10.1	-6.0%	1.7%	1.4%	8.1%	14.1	-7.2%

Next part.
SMILES	Shiga toxin inh	TbPYK inhibitor	LmPK inhibitor	Pf growth 48h	Pf growth 96h	Cycloheximide cs	AmpC inh no detg
Cc1ccc(NC(=O)CNCCCN2CCOCC2)cc1S(=O)(=O)N1CCCCC1	5.2	0.9%	-5.0%	?	?	0.7	29.2%
COc1cccc(CN(C)C(=O)c2cc(S(=O)(=O)N3CCN(c4ccccc4)CC3)ccc2Cl)c1	-12.3	-0.1%	-3.4%	27.7%	21.7%	1.4	-0.9%
Cc1ccc(S(=O)(=O)Nc2cccc(C(=O)NCCCN3CCCC3=O)c2)cc1F	/	4.4%	/	?	-15.4%	/	-9.8%
CSc1ncccc1C(=O)N1CCN(S(=O)(=O)c2ccc(C)cc2)CC1	-2.6	0.2%	2.2%	5.6%	4.6%	-11.1	4.8%
Cc1ccccc1-c1noc(-c2ccc(Cl)cc2)n1	25.7	-5.6%	-10.0%	133.1%[activator]	?	24.0*	-25.4%
O=S(=O)(CCc1nc2ccccc2o1)c1ccc(Cl)c(Cl)c1	-1.9	-2.1%	1.1%	21.8%	30.9%[activator]	-3.1	-18.0%
Cc1ccc(NC2CCCN(C(=O)c3cn4cc(Cl)ccc4n3)C2)cc1C (stereo not drawn)	-12.0	1.3%	0.7%	6.4%	-16.2%	0.5	119.8%[activator]
COc1cccc(NC(=O)CN(C)C(=O)CCCc2nc3ccccc3s2)c1	/	4.0%	/	-3.7%	?	/	34.3%
Cc1cc(C(=O)Nc2nc3ccc(Cl)cc3s2)nn1C	92.5*	-3.1%	4.8%	148.2%[activator]	144.3%[activator]	23.8*	32.0%
Cc1ccccc1NC(=O)CSc1nn2c(=O)c(C)nnc2s1	1.2	-1.0%	0.8%	?	?	-3.9	-9.5%

Just AmpC inh no detg, for some of the entries so far:
Molecule	AmpC inh no detg
COc1cccc(CN(C)C(=O)c2cc(S(=O)(=O)N3CCN(c4ccccc4)CC3)ccc2Cl)c1	-0.9%
Cc1ccc(S(=O)(=O)Nc2cccc(C(=O)NCCCN3CCCC3=O)c2)cc1F	-9.8%
CSc1ncccc1C(=O)N1CCN(S(=O)(=O)c2ccc(C)cc2)CC1	4.8%
Cc1ccccc1-c1noc(-c2ccc(Cl)cc2)n1	-25.4%
